RGS4 inhibitor = Inhibitors of Regulator of G Protein Signaling (RGS) 4: qHTS | Regulator of G-protein signaling 4 (Homo sapiens), P49798 | Transcreener GDP fluorescence polarization, RGS4-accelerated GTP hydrolysis | Potency, µM (highest dose often 114 µM), for the others: at the top dose activity change, negative = inhibition, usual class: inhibitors | 390,000 tested, 0.039% active; note: potency is the fitted concentration of half-maximal effect; % is set by controls: 0 for no effect and ±100 for the full control effect; nearly all actives have a fitted effect of over 75% in size; some results filed as inactive show a strong effect at the top dose
Target sequence (P49798 whole entry, looked up): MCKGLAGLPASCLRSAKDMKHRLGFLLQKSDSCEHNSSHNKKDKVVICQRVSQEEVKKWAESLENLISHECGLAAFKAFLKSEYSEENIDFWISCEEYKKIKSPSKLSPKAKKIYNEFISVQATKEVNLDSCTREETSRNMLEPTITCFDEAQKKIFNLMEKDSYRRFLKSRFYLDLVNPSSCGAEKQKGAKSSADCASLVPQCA
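MLSMR compounds (23 nl, pin-transferred) preincubated 10 min at room temperature with a 500nM (2x) first reagent, then RGS4 at 900nM (2x) plus Transcreener GDP mix added; fluorescence polarization (620/688 nm) read before and after 90 min at 30 °C.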
IDH1 R132H inh = qHTS for Inhibitors of mutant isocitrate dehydrogenase 1 (IDH1): qHTS; 390,000 tested, 0.093% active; Potency, µM (titrated, usually from 76.6 µM), for the others: top-dose activity change, negative = inhibition, hits mostly inhibitors; AID 602179, 2012; IDH1-R132H enzyme, NADPH consumption, diaphorase/resazurin fluorescence; note: potency is the fitted concentration of half-maximal effect; % is set by controls: 0 for no effect and ±100 for the full control effect; nearly all actives have a fitted effect of over 65% in size
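IDH1-R132H (0.5 ug/mL) preincubated 30 min with compound, then NADPH (0.016 mM) and alpha-KG (2 mM) added; 80 min at RT, pH 7.5. Remaining NADPH coupled via diaphorase/resazurin to fluorescence (540/590 nm); concentration-response curves normalized to no-enzyme control.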
GRP78 ERSR act = qHTS for Inducers of the Endoplasmic Reticulum Stress Response (ERSR) in Human Glioma: qHTS; U87-MG GRP78 promoter luciferase reporter, 16 h; Potency, µM, without a hit: at the highest dose activation, usual class: activators; 420,000 tested, 0.02% active; note: potency is the fitted concentration of half-maximal effect; series mostly up to about 76 µM; % of control where 0% means no effect; nearly all actives have a fitted effect of over 35% in size
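Stably transfected U87-MG human glioma cells carrying a GRP78-based luminescent sensor were seeded at 1000 cells/well, pin-dosed with compounds and incubated 16 h. Luciferase reagent was then added, and end-point luminescence was read after 10 min at room temperature.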
LDHA block = qHTS assay for inhibitors of human lactate dehydrogenase; purified LDHA, NADH/diaphorase-resazurin fluorescence; stronger effect = lower value; AID 1347041, 2019; 480,000 tested, 0.15% active; activity change, % (values are at about 110 or 230 µM); in the data active = activity change below about -30%; inconclusive = mostly about -25% to -30%;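 note: plate controls were DMSO wells for no effect and wells without enzyme for full effect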
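Resorufin fluorescence (ex540/em590), read at 0 and 20 min after diaphorase/resazurin addition, reports the NADH left after a 5 min room-temperature reaction of 2 nM human LDH5 with 0.06 mM NADH and 0.2 mM pyruvate.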
Vif-A3F inh = qHTS for Inhibitors of Vif-A3F Interactions: qHTS | HeLa A3F-eYFP + Vif (tagged APOBEC3F with the HIV-1 protein that degrades it), YFP fluorescence increase | Potency, µM (doses to about 46.1 µM), without a hit: at the highest dose activity, negative = active | 390,000 tested, 0.2% active; note: potency is the fitted concentration of half-maximal effect; % of control where 0% means no effect; nearly all actives have a fitted effect of over 65% in size
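HeLa cells stably expressing A3F-eYFP plus Vif, plated and incubated overnight at 37 deg C, then exposed to compounds overnight at 37 deg C. Blocked degradation read as raised yellow fluorescence (Ex 488/Em 500-530).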
USP1-UAF1 inh = Inhibitors of USP1/UAF1: Primary Screen; Ubiquitin carboxyl-terminal hydrolase 1 (Homo sapiens), O94782; 390,000 tested, 0.23% active; recombinant USP1/UAF1, Ub-Rhodamine cleavage fluorescence; Potency, µM (highest dose often 57.1 µM), inactives show at the highest dose activity change, negative = inhibition, most hits filed as inhibitors; note: potency is the fitted concentration of half-maximal effect; % is set by controls: 0 for no effect and ±100 for the full control effect; nearly all actives have a fitted effect of over 60% in size; inactives centre near -12
Target sequence (O94782 whole entry, looked up): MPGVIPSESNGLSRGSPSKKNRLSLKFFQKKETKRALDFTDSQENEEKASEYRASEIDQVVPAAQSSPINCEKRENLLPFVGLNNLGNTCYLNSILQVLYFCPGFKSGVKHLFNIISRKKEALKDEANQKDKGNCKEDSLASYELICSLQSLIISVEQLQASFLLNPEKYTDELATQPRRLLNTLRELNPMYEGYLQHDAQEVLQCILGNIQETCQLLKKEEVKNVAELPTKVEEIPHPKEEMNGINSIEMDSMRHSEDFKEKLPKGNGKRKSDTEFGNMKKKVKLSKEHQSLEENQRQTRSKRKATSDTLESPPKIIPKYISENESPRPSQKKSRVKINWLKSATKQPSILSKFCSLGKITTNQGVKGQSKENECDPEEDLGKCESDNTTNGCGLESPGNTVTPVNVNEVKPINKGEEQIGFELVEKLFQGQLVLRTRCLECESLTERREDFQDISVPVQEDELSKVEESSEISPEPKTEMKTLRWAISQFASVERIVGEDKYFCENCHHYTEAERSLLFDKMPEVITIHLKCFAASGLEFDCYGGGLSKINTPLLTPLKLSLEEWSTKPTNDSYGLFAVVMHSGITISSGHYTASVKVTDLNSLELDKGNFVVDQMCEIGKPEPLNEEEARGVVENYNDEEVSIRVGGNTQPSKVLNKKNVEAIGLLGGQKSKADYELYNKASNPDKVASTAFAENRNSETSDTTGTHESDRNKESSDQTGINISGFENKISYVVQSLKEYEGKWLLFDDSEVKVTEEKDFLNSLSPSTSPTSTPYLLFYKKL
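USP1/UAF1 complex (1 nM) preincubated 15 min at room temperature with compound, then Ub-Rho substrate (150 nM final) added. Kinetic fluorescence at 480/540 nm over 6 reads at 60 s intervals; 50 mM HEPES pH 7.8, 0.5 mM EDTA, 0.1 mg/ml BSA, 1 mM TCEP, 0.01% Tween-20.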
rTrxR1 inhibitor = qHTS Assay for Inhibitors of Mammalian Selenoprotein Thioredoxin Reductase 1 (TrxR1): qHTS | Thioredoxin reductase 1, cytoplasmic (Rattus norvegicus), O89049 | recombinant rTrxR1, NADPH fluorescence consumption, selenite substrate | Potency, µM (highest dose often 114 µM), for the others: at the top dose activity change, negative = inhibition, hits mostly inhibitors | 390,000 tested, 1% active | AID 588453, 2011; note: potency is the fitted concentration of half-maximal effect; % is set by controls: 0 for no effect and ±100 for the full control effect; nearly all actives have a fitted effect of over 65% in size
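Rat TrxR1 (90 nM in the dispensed reagent) was pre-reduced with 400 uM NADPH for 5 min at room temperature, then incubated with compound for 15 min. After 400 uM selenite was added, NADPH fluorescence (Ex 340/Em 450 nm) was followed for 8 min.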
TrxR1 substrate = qHTS Assay for Substrates of Mammalian Selenoprotein Thioredoxin Reductase 1 (TrxR1): qHTS | Thioredoxin reductase 1, cytoplasmic (Rattus norvegicus), O89049 | purified TrxR1 substrate turnover, NADPH consumption readout | Potency, µM (series often up to 114 µM), for inactives: at the top dose activity change, negative = substrate turnover | 390,000 tested, 0.01% active | AID 588456, 2011; note: potency is the fitted concentration of half-maximal effect; % is set by controls: 0 for no effect and ±100 for the full control effect; nearly all actives have a fitted effect of over 50% in size
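Rat TrxR1, dispensed at 90 nM, was prereduced with 400 uM NADPH (final) for 5 min at ~22 deg C, then incubated with compound 15 min before 400 uM selenite. A first-read NADPH fluorescence drop versus no-compound background flagged substrates.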
Vif-A3G inh = qHTS for Inhibitors of Vif-A3G Interactions: qHTS. 410,000 tested, 0.076% active. HeLa A3G-eYFP + Vif (tagged APOBEC3G with the HIV-1 protein that degrades it), YFP fluorescence, overnight. Potency, µM (series often up to 46.1 µM), inactives show at the top dose activity, negative = active, usual class: inhibitors. DNA dC->dU-editing enzyme APOBEC-3G (Homo sapiens), Q9HC16;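 note: potency is the fitted concentration of half-maximal effect; % is set by controls: 0 for no effect and ±100 for the full control effect; nearly all actives have a fitted effect of over 60% in size; hits raise eYFP signal because A3G escapes Vif-driven loss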
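HeLa cells stably expressing Vif and C-terminally eYFP-tagged A3G, seeded overnight at 37 deg C, then exposed to compound by pintool overnight at 37 deg C. Rise in yellow fluorescence (Ex 488/Em 500-530, Acumen) marks blocked Vif-driven A3G degradation.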
* marks the source's active call; other numbers are inactive results; ? = inconclusive; / = no result given; [ ] = another dose, or the depositor's remark. Unless noted, calls come from the whole dose curve; as a rule, active = well fitted curve in the direction sought with a large enough effect; inconclusive = small, poorly fitted or top-dose-only effect, or another doubt; inactive = no such curve, though single readings can be large; an effect the other way counts as inactive or inconclusive. These rows are one share of the data; count on the stated rates, not on these rows.

SMILES | RGS4 inhibitor | IDH1 R132H inh | GRP78 ERSR act | LDHA block | Vif-A3F inh | USP1-UAF1 inh | rTrxR1 inhibitor | TrxR1 substrate | Vif-A3G inh
COc1ccc2c(c1)[C@H]1[C@H](CO2)[C@H](c2ccccc2)[C@]2(C)C(=O)Nc3ccc(Cl)cc3C(=O)N12 | -9% | 6% | -2% | 1 | -6% | ? | 14% | -3% | 0%
CC(=O)Nc1cccc(/C(C)=N/NC(=O)c2cc(-c3ccncc3)nc3ccccc23)c1 | 13% | -7% | -1% | -9 | -41% | -2% | 14% | -3% | -7%
COc1ccc(CCNC(=O)Cn2ccc3cc(S(=O)(=O)N4CCCCC4)ccc32)cc1OC | -15% | -8% | -2% | -1 | 3% | -25% | 26% | -2% | 0%
O=C(Nc1nccs1)c1ccc(N2C(=O)[C@@H]3[C@H](C2=O)[C@H]2C=C[C@@H]3C2)cc1 | 30% | 1% | -3% | -3 | ? | -1% | -4% | -9% | -22%
CCn1cc(S(=O)(=O)CC(=O)Nc2cc(C)on2)c2ccccc21 | 21% | 10% | -4% | 3 | / | -15% | -17% | -12% | -16%
O=C(CCCCCN1C(=O)c2cccc3cccc(c23)C1=O)NCc1ccco1 | 19% | 0% | -2% | -5 | 5% | -3% | -13%[57.1 µM] | 13%[57.1 µM] | 4%
O=C(CS(=O)(=O)c1c[nH]c2ccccc12)N1CCc2ccccc21 | 4% | 15% | -1% | -3 | -7% | -22% | 24% | 3% | -4%
COc1ccc(-n2c(SCC(=O)NCc3ccc(Cl)cc3)nc3ccsc3c2=O)cc1 | 25% | -4% | -2% | -1 | 7% | -13% | -7% | -9% | 2%
O=C1CCN(Cc2ccccc2)C=C1c1cccc(O)c1 | 2% | -8% | 1% | 3 | 0% | ? | 4% | -8% | -2%
CS(=O)(=O)N1CCN(c2ccc(NC(=O)c3ccc(Br)o3)cc2)CC1 | -33% | -3% | 3% | -4 | -11% | 0% | -14% | -10% | -2%
CCN(CC)CCNC(=O)c1ccc(NC(=O)CC(NC(=O)c2ccccc2Cl)c2ccccc2)cc1 (stereo not given) | 7% | 3% | -3% | 1 | -2% | -7% | 5% | 2% | 2%
O=C(Cc1ccc(Cl)c(Cl)c1)Nc1cccc2ncccc12 | -17% | 1% | -6% | -4 | 6% | -9% | 4%[57.1 µM] | -8%[57.1 µM] | -2%
COCCN(C(=O)CCC(=O)Nc1cccnc1)C(C(=O)NC1CCCCC1)c1ccccc1 (stereo not given) | 40% | -3% | -6% | 0 | -4% | 2% | -15%[57.1 µM] | 0%[57.1 µM] | 3%
COc1ccc(NC(=O)N2CCC(O)(c3cccnc3)CC2)c(OC)c1 | -6% | 3% | 1% | 3 | 0% | -13% | 4% | -2% | 2%
COc1ccc(C(=O)N/C(=C\c2cn(C)c3ccccc23)C(=O)N2CCN(C)CC2)cc1 | -7%[11.4 µM] | 0% | -4% | 0 | 3% | -21% | -23% | -17% | 0%
CC(C)C[C@@H](CNCC(=O)[C@H](CC(=O)O)NC(=O)c1[nH]cnc1C(=O)N[C@H](CN)CC(C)C)NC(=O)c1nc[nH]c1C(=O)N[C@@H](Cc1ccccc1)C(=O)O | -31% | 6% | -4% | 2 | 3% | -26% | ? | -9% | 6%
O=C(CSc1nnc(-c2ccc(Cl)s2)o1)N1CCCc2ccccc21 | -20%[11.4 µM] | 9% | -6% | -4 | -5% | -21% | 9%[57.1 µM] | 5% | -1%
CC(C)c1nnc(NC(=O)CSc2ccccc2)s1 | 8% | -3% | -1% | -3 | 2% | -14% | 20%[57.1 µM] | 2% | 0%
COc1ccc(NC(=O)c2c(C)oc3ccc(O)c(CN4CCN(C)CC4)c23)cc1Cl | -26% | -2% | -3% | -1 | -9% | ? | 11% | -3% | 4%
CCSc1ncc(Cl)c(C(=O)Nc2cccc(Cl)c2)n1 | -18% | -11% | -1% | -1 | 1% | -2% | 6% | -7% | -2%
COC(CNC(=O)c1coc2nc3ccccc3nc12)OC | -1% | 7% | -1% | -10 | ? | -9% | 7% | 52%[activator] | -20%
COc1ccc(/C=C(\NC(=O)c2ccccc2)C(=O)N2CCCCC2)cc1OC | -13% | -2% | -1% | -1 | 0% | -9% | 16% | 0% | 0%
O=C(CCCOc1ccc(Cl)cc1Cl)N/N=C/c1ccccc1 | -21% | 32%[activator] | -5% | -1 | 1% | -12% | -7% | -5% | -14%
O=c1cnn([C@@H]2O[C@H](CO)[C@@H](O)[C@H]2O)c(=O)[nH]1 | 1% | -3% | -1% | -5 | -8% | 12% | 29% | 5% | -25%

Shown as tab-separated lines: 2 of the compounds above.
canonical_smiles	RGS4 inhibitor	IDH1 R132H inh	GRP78 ERSR act	LDHA block	Vif-A3F inh	USP1-UAF1 inh	rTrxR1 inhibitor	TrxR1 substrate	Vif-A3G inh
O=C(CCCOc1ccc(Cl)cc1Cl)N/N=C/c1ccccc1	-21%	32%[activator]	-5%	-1	1%	-12%	-7%	-5%	-14%
O=c1cnn([C@@H]2O[C@H](CO)[C@@H](O)[C@H]2O)c(=O)[nH]1	1%	-3%	-1%	-5	-8%	12%	29%	5%	-25%

Ordered by value in LDHA block (ascending): some entries from above
Molecule	LDHA block
O=C(CCCOc1ccc(Cl)cc1Cl)N/N=C/c1ccccc1	-1
CCN(CC)CCNC(=O)c1ccc(NC(=O)CC(NC(=O)c2ccccc2Cl)c2ccccc2)cc1 (stereo not given)	1
CCn1cc(S(=O)(=O)CC(=O)Nc2cc(C)on2)c2ccccc21	3

(further entries)
SMILES | RGS4 inhibitor | IDH1 R132H inh | GRP78 ERSR act | LDHA block | Vif-A3F inh | USP1-UAF1 inh | rTrxR1 inhibitor | TrxR1 substrate | Vif-A3G inh
CN(C)c1cccc(C(=O)OCC(=O)N2CCc3ccccc3C2)c1 | -4% | -1% | -5% | -2 | 3% | -10% | 23%[57.1 µM] | 3%[57.1 µM] | -5%
CCOC(=O)C1CCN(CC(=O)N(CC(C)C)c2c(N)n(CC(C)C)c(=O)[nH]c2=O)CC1 | -3% | 19% | -2% | 1 | -1% | -11% | 11% | 3% | 1%
OC(COCc1ccccc1)CN1CCCCC1 (stereo not given) | 18% | 0% | -4% | -3 | 3% | -8% | 16% | 0% | 0%
Clc1cc(Cl)c(OCCCCn2cncn2)c(Cl)c1 | 22% | 7% | -4% | ? | 4% | -1% | 14% | -2% | 3%
COc1cc(NC(=O)C23CC4CC(C2)CC(n2cnc([N+](=O)[O-])n2)(C4)C3)cc(OC)c1 | ? | 5% | -5% | 17 | -1% | -14% | 12% | -2% | 0%
COc1cccc(Nc2ncccc2C(=O)NCc2ccccc2)c1 | -18% | 8% | 3% | 12 | ? | ? | -5%[57.1 µM] | 7%[57.1 µM] | ?
COc1ccc(C(=O)NC2CC3CCCC(C2)N3CC(C)C)cc1OC (stereo not given) | 15% | -4% | -1% | 0 | 3% | -11% | 22%[57.1 µM] | 3%[57.1 µM] | -5%
Cn1nnnc1SCc1ccccc1[N+](=O)[O-] | -21% | 3% | 0% | -5 | -6% | -9% | 5% | -3% | -1%
N#Cc1cnn(-c2cc(Cl)ccc2Cl)c1N | / | -2% | 0% | -3 | -12% | -1% | / | / | -2%
C/C(=N\NC(=O)c1cccc(S(=O)(=O)N2CCOCC2)c1)c1ccc(C)cc1 | 2% | -2% | -2% | 2 | 1% | -18% | 10% | 0% | -7%
COc1cccc(CNC(=O)c2nnn(CC(=O)Nc3cc(C)ccc3C)c2N)c1 | -15% | 0% | -5% | -15 | -13% | -20% | 31% | 0% | -10%

Among those listed so far, two contain a thiophene ring, fused or not:
SMILES | RGS4 inhibitor | IDH1 R132H inh | GRP78 ERSR act | LDHA block | Vif-A3F inh | USP1-UAF1 inh | rTrxR1 inhibitor | TrxR1 substrate | Vif-A3G inh
COc1ccc(-n2c(SCC(=O)NCc3ccc(Cl)cc3)nc3ccsc3c2=O)cc1 | 25% | -4% | -2% | -1 | 7% | -13% | -7% | -9% | 2%
O=C(CSc1nnc(-c2ccc(Cl)s2)o1)N1CCCc2ccccc21 | -20%[11.4 µM] | 9% | -6% | -4 | -5% | -21% | 9%[57.1 µM] | 5% | -1%
